Screens (PubChem BioAssay)
ERAP1 HTS inh: blocks human ERAP1 aminopeptidase activity; 340,000 tested, 0.15% active; recombinant ERAP1, Leu-AMC fluorescence, 60 min; Q9NZ08; inhibition, % at 10.7 µM; AID 652197;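 active = mean replicate inhibition of at least 30%, or all replicates individually reaching that 30% level; inactive = mean below 30% and not every replicate reaching it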;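 note: 0% = neutral control wells and 100% = L-leucinethiol positive control wells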
SIRT5 inh: sirtuin-5 (human) deacylase inhibition; Q9NXA8; Purified SirT5, succinyl-peptide AMC, trypsin-coupled fluorescence; inhibition, % at 15 µM; 330,000 tested, 1.1% active; AID 652115; in the data active = inhibition above about 15%; inconclusive = no clear call, values can overlap the other calls
Target sequence (Q9NXA8 whole entry, looked up): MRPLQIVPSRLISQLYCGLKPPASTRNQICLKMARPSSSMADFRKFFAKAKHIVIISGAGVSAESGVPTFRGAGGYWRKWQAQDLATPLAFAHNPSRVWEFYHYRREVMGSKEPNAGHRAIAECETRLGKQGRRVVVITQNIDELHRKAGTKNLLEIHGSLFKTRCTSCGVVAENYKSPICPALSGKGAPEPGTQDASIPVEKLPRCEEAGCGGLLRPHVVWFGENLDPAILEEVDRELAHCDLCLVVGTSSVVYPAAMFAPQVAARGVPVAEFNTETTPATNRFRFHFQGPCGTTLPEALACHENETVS
ERp5 block: inhibitors of human ERp5. Q15084. 350,000 tested, 0.05% active. inhibition, % at 9.99 µM. AID 651711. ERp5 insulin aggregation, absorbance 650 nm, 90 min;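 active = mean replicate inhibition above about 25%, with every replicate also reaching it, limit read from the data, passing the limit was not always enough; inconclusive = only one of those two criteria met; inactive = neither criterion met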
Target sequence (Q15084 whole entry, looked up): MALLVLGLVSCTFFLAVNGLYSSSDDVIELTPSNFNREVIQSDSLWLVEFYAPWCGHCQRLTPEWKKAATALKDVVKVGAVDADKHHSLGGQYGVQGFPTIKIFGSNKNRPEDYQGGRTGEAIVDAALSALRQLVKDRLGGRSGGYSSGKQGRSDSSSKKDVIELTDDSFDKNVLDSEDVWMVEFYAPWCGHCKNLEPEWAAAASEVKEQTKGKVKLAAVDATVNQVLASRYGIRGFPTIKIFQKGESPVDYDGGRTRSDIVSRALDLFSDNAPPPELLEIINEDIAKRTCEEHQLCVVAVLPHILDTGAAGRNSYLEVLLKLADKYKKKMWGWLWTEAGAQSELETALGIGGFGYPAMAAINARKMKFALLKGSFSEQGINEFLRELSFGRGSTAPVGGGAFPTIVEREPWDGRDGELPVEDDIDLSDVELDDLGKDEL
Casp6 inh: inhibitors of human caspase-6; P55212; purified caspase-6, Z-VEID-R110 cleavage fluorescence; inhibition, % at 12.5 µM; 350,000 tested, 0.53% active; AID 686996;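 active = mean inhibition across replicates at least about 35%, with every replicate also reaching that limit, limit read from the data; inconclusive = only one of the two criteria met; inactive = neither criterion met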;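 note: 0% = median of neutral control wells and 100% = no fluorescence left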
Target sequence (P55212 24-179 limits assumed): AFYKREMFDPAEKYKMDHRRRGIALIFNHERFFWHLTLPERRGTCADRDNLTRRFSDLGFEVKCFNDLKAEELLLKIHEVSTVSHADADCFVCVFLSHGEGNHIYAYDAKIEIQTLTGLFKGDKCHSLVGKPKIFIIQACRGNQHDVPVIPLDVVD
Target sequence (P55212 194-293 limits assumed): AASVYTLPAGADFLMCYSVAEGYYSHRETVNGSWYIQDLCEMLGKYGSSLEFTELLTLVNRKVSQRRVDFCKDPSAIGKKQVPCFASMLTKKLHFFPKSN
DENV2 CPE rescue: DENV2-induced cell death inhibition | DENV2-infected cells, cytopathic effect rescue, plate reader | CPE inhibition, % at 9.99 µM | 350,000 tested, 1.7% active | AID 651640; in the data active = CPE inhibition above about 20%, passing the limit was not always enough; inconclusive = no clear call, values can overlap the other calls; tested in BHK-21 cells;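 note: 0% = median of neutral control wells and 100% = median of positive control wells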
CFTR F508del cor: correctors of CFTR F508del function in bronchial epithelial cells | CFBE cells, YFP halide quenching; stimulated with forskolin plus potentiator P3; % fluorescence drop versus neutral controls | AID 720511 | 350,000 tested, 0.36% active | activity (quench increase), % at 7.58 µM;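 active = mean added fluorescence quench of at least 8% versus neutral control, with both replicates also reaching 8%; inconclusive = only one of the mean or replicate conditions met; inactive = mean below 8% and not both replicates reaching 8%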;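 note: cells transiently co-express mutant CFTR-F508del with the halide-sensitive YFP; corrector assay measuring rescue of mutant channel to the surface after 24 h compound exposure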
miR-122 sensor: miR-122 inhibition in Huh7 cells; Huh7 miR-122 Renilla luciferase sensor, 48 h; neutral wells = 0, positive control = 100; activation (reporter increase), % at 12.5 µM; 340,000 tested, 0.3% active; AID 602342;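 active = mean replicate activation score at least 90 and every replicate individually at or above 90; inconclusive = only one of the two criteria met; inactive = neither criterion met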;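 note: higher luciferase means less miR-122 activity so hits act as miR-122 inhibitors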
Active calls of the source: *; ? = inconclusive; . = no result given; [ ] = dose if it differs, or a comment. This is a random part of the collection, and some 4% of all compounds hit somewhere here.

SMILES | ERAP1 HTS inh | SIRT5 inh | ERp5 block | Casp6 inh | DENV2 CPE rescue | CFTR F508del cor | miR-122 sensor
CCCCn1c(N)c(N(CCOC)C(=O)COC(=O)COc2cc(C)c(Cl)cc2C(C)C)c(=O)[nH]c1=O | 4 | 3 | 14 | 2 | 2 | 0.8 | -2
COc1cc(O)c2c(=O)c3c(OC)c(O)ccc3oc2c1 | -3 | . | -1 | -1 | 0 | -1.4 | -5
Cc1nnc(SCC(=O)Nc2nccs2)o1 | 3 | -2 | 0 | -5 | -5 | -3.9 | -5
CCCCN(C(=O)CCC(=O)Nc1cc(C)on1)C(C(=O)NC(C)(C)C)c1ccccc1Cl (stereo not given) | 4 | -1 | 6 | . | 2 | -2.1 | 2
Cc1cc(C)c(OCC(=O)N(Cc2cccs2)C2CCS(=O)(=O)C2)c(C)c1 (stereo not given) | -2 | . | 4 | 1 | 8 | -2.0 | 2
CCC(=O)N[C@@H]1CC[C@H](CCNC(=O)Nc2ccc(C(F)(F)F)cc2)O[C@H]1CO | 3 | 4 | -1 | 1 | 4 | 0.2 | -5[16.7 µM]
Cc1noc(C)c1S(=O)(=O)Nc1ccc2c(c1)CC(=O)N([C@H](C)CO)C[C@H](C)[C@H](CN(C)CC1CCCCC1)O2 | 3 | 4 | -6 | -1 | 5 | -2.4 | 1[16.7 µM]
COc1ccc(NC(=O)Nc2ccc3c(c2)C(=O)N([C@@H](C)CO)C[C@H](C)[C@H](CN(C)C(=O)NC2CCCCC2)OCCCC[C@@H](C)O3)cc1 | 1 | 2 | 0 | -3 | 9 | -0.1 | -4[16.7 µM]
CC(=O)NC1C(=O)N=C(SCC(=O)Nc2cccc(Cl)c2)NC1=O (stereo not given) | -2 | 3 | 0 | 2 | 7 | 0.9 | -2
S=C(NN=Cc1ccccn1)N(Cc1ccccn1)Cc1ccccn1 | 0 | -1 | 4 | -10 | 13 | 2.5 | 15
O=C(NCc1ccccc1)NC(=O)c1ccccc1F | 0 | -2 | -2 | 3 | 15 | -2.3 | 0
N=c1n(CCCOc2ccc(F)cc2)c2ccccc2n1CC(N)=O | -3 | 1 | -4 | 3 | 2 | -2.6 | -9
O=C(O)c1cccc(Oc2cccc(Cl)n2)c1 | -1 | -3 | 11 | 1 | 2 | -0.6 | -2
O=C(Cn1c(=O)oc2ccccc21)N1CCN(c2ccc(N3CCOCC3)nn2)CC1 | -4 | 5 | 3 | 9 | 2 | -0.5 | -2
CNc1oc(-c2ccccc2)nc1S(=O)(=O)c1ccc(C)cc1 | 1 | -3 | 0 | 3 | 2 | -1.4 | .
C/C=C/c1ccc([C@@H]2[C@@H](CO)N(Cc3cccc(F)c3)C23CN(C(C)=O)C3)cc1 | -1 | 1 | 0 | -1 | -9 | 6.1 | .
N#CCC(=O)N/N=C\c1cc(Br)ccc1OC/C=C/c1ccccc1 | 1 | 3 | -1 | 2 | 18 | 0.3 | .
CC(C)Sc1nc2ccsc2c(=O)[nH]1 | 3 | -2 | 1 | 2 | -1 | 0.6 | .
COc1ccc2c3c([nH]c2c1)[C@@H](CO)N(C(=O)CN(C)C)CC31CCN(Cc2ccccc2Cl)CC1 | 3 | 6 | 0 | -5 | -6 | -3.0 | .
Cc1ccc(-c2cnc3c(c2)C(=O)N([C@H](C)CO)C[C@H](C)[C@@H](CN(C)C(=O)c2ccc(F)cc2)O3)cc1 | 1 | 0 | -2 | 1 | -12 | -4.5 | 22[16.7 µM]
COc1ccc(NS(=O)(=O)c2ccc(NC(=O)C3CCCO3)cc2)cc1 (stereo not given) | -7 | -3 | 1 | 3 | . | . | 7
Cc1noc(C)c1NC(=O)N(C)C[C@@H]1Oc2ccc(NC(=O)Nc3ccccc3)cc2CC(=O)N([C@@H](C)CO)C[C@@H]1C | 1 | -5 | 8 | -2 | 3 | -0.3 | 1[16.7 µM]
CC(=O)c1cccc(NC(=O)CCCCCn2nnc3ccccc3c2=O)c1 | 2 | -3 | 1 | 22 | -1 | 0.7 | 2
COc1ccccc1CCNC(=O)C1CC(=O)N(c2ccccc2F)C1 (stereo not given) | -2 | . | -5 | -1 | 1 | -4.1 | -4
O=C(CN1CCN(CC(=O)c2ccc(Cl)cc2)CC1)c1ccc(Cl)cc1 | -2 | -5 | 3 | -13 | 9 | -0.1 | -5
CCOc1ccccc1-c1nc(CN2CCC(C(=O)N3CCOCC3)CC2)c(C)o1 | -4 | -1 | 11 | -3 | 6 | 2.8 | .
Fc1ccccc1-n1cn[nH]c1=S | -1 | -4 | 0 | 1 | 6 | -2.4 | .
CCCOc1ccc(C(=O)CCC(=O)NNC(=O)Cn2nc(C)cc2C)cc1 | -8 | 0 | 0 | -2 | 5 | -1.1 | 2
O=C(C[C@H]1CC[C@H](NS(=O)(=O)c2ccc(F)cc2)[C@H](CO)O1)N1CCC(Cc2ccccc2)CC1 | -2 | 2 | -1 | 3 | 2 | 2.0 | .
Cc1c(C)c2cc(Cl)c(OCC(=O)Nc3ccccn3)cc2oc1=O | 1 | . | -1 | -2 | 18 | -1.0 | -5
CCCN(C)C[C@@H]1Oc2ncc(-c3ccccc3F)cc2C(=O)N([C@H](C)CO)C[C@H]1C | -1 | 10 | 2 | -5 | -5 | -3.0 | -2[16.7 µM]
CCOc1ccccc1NC(=O)c1ccc(-n2cncn2)nc1 | -2 | 0 | -9 | -5 | . | -1.7 | .
CC(C)CC#Cc1ccc2c(c1)O[C@H](CN(C)Cc1ccc(F)cc1)[C@@H](C)CN([C@@H](C)CO)S2(=O)=O | 2 | 14 | -2 | 0 | -1 | -3.5 | -30[16.7 µM]
Nc1c(C(=O)NC23CC4CC(CC(C4)C2)C3)sc2nc3c(c(C(F)(F)F)c12)CCC3 | -4 | -2 | -1 | -1 | . | . | -2
C=CC[C@H](CC(=O)NCCO)C(=O)NC[C@@H](OC(=O)[C@@H](CC=C)Cc1ccc(F)cc1)c1ccccc1 | -1 | -1 | 3 | 0 | ? | 1.2 | 4
CCOc1ccc(OCCC(=O)OCC(=O)Nc2ccc(N3CCOCC3)cc2)cc1 | 0 | -5 | -1 | -2 | 10 | -1.7 | -2
CCN(CC)CCCNc1nc2ccccc2[nH]1 | 0 | -1 | -5 | -6 | 3 | 3.2 | -1
CC1(c2cccc(Br)c2)NC(=O)N(CC(=O)c2ccc3c(c2)OCCO3)C1=O (stereo not given) | -4 | -3 | -3 | 1 | 19 | 0.5 | -5
CC(=O)c1ccc(OCC(=O)OCC(=O)c2ccc(S(=O)(=O)N3CCCCC3)cc2)cc1 | 9 | -3 | -6 | 6 | 5 | 3.2 | -1
O=C(COc1ccc(Cl)cc1)Nc1ccc(N2CCN(C(=O)c3ccco3)CC2)cc1 | 2 | 0 | 0 | 1 | -2 | 0.0 | -15

Exported with two lines to a compound: four of the compounds above.
Each structure is followed by: ERAP1 HTS inh, SIRT5 inh, ERp5 block, Casp6 inh, DENV2 CPE rescue, CFTR F508del cor, miR-122 sensor
- Cc1c(C)c2cc(Cl)c(OCC(=O)Nc3ccccn3)cc2oc1=O
    1, ., -1, -2, 18, -1.0, -5
- CCCN(C)C[C@@H]1Oc2ncc(-c3ccccc3F)cc2C(=O)N([C@H](C)CO)C[C@H]1C
    -1, 10, 2, -5, -5, -3.0, -2[16.7 µM]
- CCOc1ccccc1NC(=O)c1ccc(-n2cncn2)nc1
    -2, 0, -9, -5, ., -1.7, .
- CC(C)CC#Cc1ccc2c(c1)O[C@H](CN(C)Cc1ccc(F)cc1)[C@@H](C)CN([C@@H](C)CO)S2(=O)=O
    2, 14, -2, 0, -1, -3.5, -30[16.7 µM]

Other records follow:
SMILES | ERAP1 HTS inh | SIRT5 inh | ERp5 block | Casp6 inh | DENV2 CPE rescue | CFTR F508del cor | miR-122 sensor
COc1ccc(CN(C)C[C@@H]2Oc3c(NC(=O)Nc4ccccc4)cccc3C(=O)N([C@@H](C)CO)C[C@@H]2C)cc1 | 1 | 3 | 0 | 0 | 9 | -1.6 | 13[16.7 µM]
COc1ccccc1C(=O)NNC(=O)C(=O)NC1CCCCC1 | -5 | -2 | 5 | 6 | 10 | -1.2 | 4
C[C@H](CO)N1C[C@H](C)[C@@H](CN(C)S(=O)(=O)c2ccccc2C#N)OCc2cnnn2CCCC1=O | 4 | 2 | -2 | -1 | -2 | 4.8 | 4
O=C(c1ccco1)n1nc(-c2cccnc2)nc1NCc1ccco1 | -1 | 2 | 10 | 11 | 4 | 1.1 | .
CN(C)c1ccc(/C=C(/NC(=O)c2ccccc2)C(=O)N2CCCC2)cc1 | 1 | 7 | 1 | 2 | -4 | 0.7 | 8
O=C(CCn1c(=S)oc2ccccc21)NCCC1=CCCCC1 | . | 1 | -10 | -1 | 0 | 0.5 | .
CC(C)C1CC(CCNCc2ccc3c(c2)OCO3)(c2ccccc2)CCO1 (stereo not given) | 2 | 1 | 10 | 0 | 9 | 3.9 | 0
CC(C)(C)[C@@H]1COC(=O)[C@H](Cc2ccc(F)cc2)C/C=C\C[C@H](CC(=O)N(CCO)Cc2ccccc2)C(=O)N1 | 1 | -2 | -1 | -2 | 2 | 1.1 | -11
COc1cc(/C=C2\C(=O)N(c3ccc(NC(C)=O)cc3)N=C2c2ccccc2)ccc1O | -5 | 3 | -7 | 8 | 2 | -3.2 | 5
COc1cccc(C#Cc2ccc([C@@H]3[C@H](C#N)N(C(=O)C4CCCC4)[C@H]3CO)cc2)c1 | -4 | 6 | 3 | 2 | -5 | -1.2 | .
COc1cccc(CNC(=O)c2ccc(F)c(S(=O)(=O)N3CCCCC3)c2)c1 | 2 | . | 13 | -1 | 9 | 0.9 | 16
CCC(=O)N/N=c1/sc2ccccc2n1C | -5 | -4 | -3 | -3 | -1 | 2.9 | .
CSc1ccccc1C(=O)NCc1ccc2c(c1)OCO2 | -5 | -1 | -2 | 1 | . | . | 2
COc1ccc(COCC(O)CN2CCN(S(=O)(=O)c3ccc(C(C)C)cc3)CC2)cc1 (stereo not given) | 4 | 4 | 1 | -2 | 1 | -3.5 | .
CCOc1cc(Br)ccc1S(=O)(=O)N1CCC(C(N)=O)CC1 | 1 | -3 | -2 | -1 | -5 | . | .
CCCN(C)C[C@H]1Oc2ncc(C#Cc3ccc(OC)cc3)cc2C(=O)N([C@@H](C)CO)C[C@H]1C | -3 | -2 | 0 | 0 | 7 | 1.0 | 1[16.7 µM]
O=C(CCl)NC(=O)NC12CC3CC(CC(C3)C1)C2 | 3 | 0 | -2 | 24 | -6 | -1.1 | -4
CCCC(=O)n1nc(-c2cccnc2)nc1NCc1cccs1 | -1 | . | 3 | -4 | ? | 1.6 | .
CCNC(=O)C[C@@H]1CC[C@@H]2[C@@H](COc3ccc(NC(=O)c4ccccc4Cl)cc3C(=O)N2C)O1 | . | . | . | . | -5 | -0.4 | -29[16.7 µM]
COc1ccc(S(=O)(=O)N[C@@H]2CC[C@H](CCn3cc(-c4cccc(F)c4)nn3)O[C@H]2CO)cc1 | . | -4 | 8 | . | -3 | -0.4 | .
CC(=O)Nc1cccc(C(=O)OC(C)C(=O)N2CCc3ccccc32)c1 (stereo not given) | 3 | 0 | 2 | -3 | ? | -1.5 | -2
COc1ccc([C@H]2CC(=O)C=C(c3ccc4ccn(C)c4c3)C2)cc1 | 0 | 1 | 1 | 5 | -9 | 1.1 | -7
COc1ccc(CCNC(=O)CC(=O)NCCc2ccc(OC)cc2)cc1 | -4 | -3 | -1 | -2 | -1 | -3.0 | 1
O=C(Nc1cccc(C(=O)O)c1)Nc1ccc2c(c1)OCO2 | -24 | 1 | -7 | 0 | -1 | -4.2 | 3
COc1cc(OC)cc(C(=O)NNC(=O)CCNS(=O)(=O)c2ccc(Br)cc2)c1 | -3 | -1 | 6 | -1 | 10 | -1.6 | 5
N#CC[C@H](Cc1ccccc1)N1CC[C@@H](NC(=O)OCc2ccccc2)CCC1=O | -8 | . | -2 | 1 | 5 | -1.4 | 0
O=S(=O)(Nc1ccc(-n2cnnn2)cc1)c1cccc(Cl)c1 | 0 | -2 | 1 | 2 | 0 | -1.5 | 14
C=CCc1ccc(OCCCCN2CC(C)CC(C)C2)c(OC)c1 (stereo not given) | -3 | -8 | -1 | 3 | -1 | 3.7 | 3
